# Screens from PubChem.
# S1P2 agonist: S1P2 receptor agonists, primary screen, cell-based. S1P2-expressing cell line, agonist reporter read-out. activation, % at 4.5 µM. actives 0.46% (n = 97,000); in the data active = activation above about 16%;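 also: 0% = vehicle low control and 100% = maximal reference agonist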
# Target sequence (O95136 whole entry, looked up): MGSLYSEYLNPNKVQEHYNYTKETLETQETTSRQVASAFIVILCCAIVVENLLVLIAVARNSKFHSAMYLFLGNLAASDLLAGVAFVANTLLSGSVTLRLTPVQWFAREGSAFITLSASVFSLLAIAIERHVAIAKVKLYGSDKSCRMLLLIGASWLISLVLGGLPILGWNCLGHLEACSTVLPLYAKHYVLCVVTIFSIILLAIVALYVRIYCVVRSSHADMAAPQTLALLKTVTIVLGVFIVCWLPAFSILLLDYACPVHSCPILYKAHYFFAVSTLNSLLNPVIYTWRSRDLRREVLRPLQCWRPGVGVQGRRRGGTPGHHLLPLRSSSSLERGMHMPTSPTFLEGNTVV
# Fibroblast inh: antiproliferative effect on LL 47 fibroblasts – human, LL 47 cells, CellTiter-Glo luminescence, primary screen | LL 47 human lung fibroblast viability, ATP luminescence; stronger effect = lower value | viability, % at 10 µM | actives 1.1% (n = 85,000);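 active = viability at or below 50% in the single dose screen; inactive = viability above 50%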;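 also: compound exposure lasted 72 h before the ATP readout; 100% = median luminescence of untreated cell-only wells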
#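 Times – overnight cell rest, 72 h compound treatment at 37 °C · Test system – human lung fibroblast line LL 47, low passage · Amount – 1,150 cells in each well · Controls – cell-only wells, no compound · Doses – 0.1% DMSO in all compound wells · Measured by – CellTiter-Glo luminescence · Buffer or medium – IMEM plus 15% FBS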
# HUVEC prolif 384: inhibitors of HUVEC proliferation, primary screen, cell-based, 384-well. CellTiter-Glo luminescence, 72 h; stronger effect = lower value. viability, % at 10 µM (by protocol). actives 1.1% (n = 86,000). AID 648, 2007;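 active = viability at or below 30%; inactive = viability above 30%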;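 also: 100% = median luminescence of DMSO-only cell control wells on each plate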
# DAT uptake mod: changed hDAT dopamine uptake under cocaine IC80, either direction, primary screen, cocaine antagonist project, cell-based, LLC-PK1 hDAT, [14C]-dopamine uptake, MLSMR; LLC-PK1 hDAT cells, [14C]-dopamine uptake with cocaine IC80; actives deviate in either direction; B-score at 10 µM; actives 1.3% (n = 110,000);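 active = Z score or B-score, a plate-position-corrected score, falls beyond the plate's 99.7% confidence bounds, in either direction; inactive = both scores lie inside the 99.7% bounds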;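 also: scored against the spread of the other compound wells on the same plate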
# Target sequence (Q01959 whole entry, looked up): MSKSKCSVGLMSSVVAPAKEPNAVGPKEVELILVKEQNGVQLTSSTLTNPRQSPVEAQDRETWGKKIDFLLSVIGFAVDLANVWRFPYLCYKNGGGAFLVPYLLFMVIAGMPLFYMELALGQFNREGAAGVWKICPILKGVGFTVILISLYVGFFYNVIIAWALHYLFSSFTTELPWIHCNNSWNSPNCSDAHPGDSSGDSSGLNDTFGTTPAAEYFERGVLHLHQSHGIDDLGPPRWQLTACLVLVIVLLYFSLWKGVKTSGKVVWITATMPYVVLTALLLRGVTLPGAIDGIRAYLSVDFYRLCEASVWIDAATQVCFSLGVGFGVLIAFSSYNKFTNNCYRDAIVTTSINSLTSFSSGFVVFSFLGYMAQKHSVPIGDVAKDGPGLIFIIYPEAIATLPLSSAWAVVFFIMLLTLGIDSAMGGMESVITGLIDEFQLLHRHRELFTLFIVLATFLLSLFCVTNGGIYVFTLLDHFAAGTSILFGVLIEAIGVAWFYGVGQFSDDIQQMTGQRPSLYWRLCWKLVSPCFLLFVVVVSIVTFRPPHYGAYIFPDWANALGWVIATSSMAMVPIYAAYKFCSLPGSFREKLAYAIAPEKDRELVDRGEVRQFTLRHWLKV
# PostGolgi ctrl: growth inhibition of yeast control strain, primary screen, counter-screen for post-Golgi transport modulator project; efflux-deficient yeast background strain, growth absorbance A615, 16 h; inhibition, % at 10 µM; actives 5% (n = 98,000)
# PostGolgi yeast: phenotypic screen on post-Golgi transport, primary screen. post-Golgi transport phenotypic cell assay. inhibition, % at 10 µM. actives 0.9% (n = 98,000). AID 739, 2007;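 also: yeast cells grown in 1536-well plates; yeast grown about 18 h at 30C before absorbance read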
# S1P2 blocker: human S1P2 receptor antagonists, primary screen, cell-based; Sphingosine 1-phosphate receptor 2 (Homo sapiens), O95136; cell-based S1P2 antagonist assay, inhibition at 5 uM; inhibition, % at 5 µM; actives 0.21% (n = 97,000); AID 736, 2007; in the data active = inhibition above about 45%;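 also: CRE beta-lactamase reporter cells expressing human S1P2 stimulated with S1P; 0% = agonist at EC80 alone and 100% = agonist plus reference antagonist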
# Ecoli WT expand: growth inhibitors of wild-type E. coli, primary screen, strain BW25113, expanded library, OD600 | OD600 absorbance | growth inhibition, % at 100 µM | actives 0.15% (n = 98,000);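 active = growth inhibition above about 50% at one test dose, limit read from the data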;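 also: growth measured after 20 h incubation at 37 °C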
# H69AR growth 86K: proliferation blockers of H69AR lung cancer cells, primary screen, cell-based, human, 86K library; H69AR lung tumor viability, ATP luminescence, 72 h; stronger effect = lower value; actives 6% (n = 85,000); viability, % at 10 µM; AID 598, 2007;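 active = viability at or below 40%; inactive = viability above 40%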;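 also: multidrug resistant small cell line overexpressing MRP-1 efflux transporter; 100% = mean luminescence of untreated control wells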
# Numbers without * were called inactive; . = no result given. Rule as the data show it, unless noted: active = inhibition above about 30%; inactive = the rest.
# The first two entries, to show the layout:
SMILES,S1P2 agonist,Fibroblast inh,HUVEC prolif 384,DAT uptake mod,PostGolgi ctrl,PostGolgi yeast,S1P2 blocker,Ecoli WT expand,H69AR growth 86K
COc1ccc(C)cc1S(=O)(=O)NC1CCCCC1C (configuration not stated),-7,93,94,1.3,14,-5,0,8,87
CC(=O)CC(=O)Nc1ccccc1NC(C)=O,-9,94,103,0.59,5,-12,-1,5,94

# Main list, from the first entry:
SMILES,S1P2 agonist,Fibroblast inh,HUVEC prolif 384,DAT uptake mod,PostGolgi ctrl,PostGolgi yeast,S1P2 blocker,Ecoli WT expand,H69AR growth 86K
COc1ccc(C)cc1S(=O)(=O)NC1CCCCC1C (configuration not stated),-7,93,94,1.3,14,-5,0,8,87
CC(=O)CC(=O)Nc1ccccc1NC(C)=O,-9,94,103,0.59,5,-12,-1,5,94
CCc1ccc(OCCNC(=O)c2ccccc2SCc2ccc(F)cc2)cc1,-1,.,.,.,0,-1,17,0,.
NS(=O)(=O)c1ccc(CCNc2cc(=O)n(Cc3ccc(F)cc3)c(=O)[nH]2)cc1,.,100,99,-0.57,-1,0,.,-6,100
Cc1nn2c3ccccc3nc2n(C)c1=O,.,99,102,-0.25,1,-1,.,6,101
CC(C)N1CCC2(CC1)N=C(c1ccc3c(c1)OCO3)CC(c1cc(Cl)ccc1O)N2 (configuration not stated),-5,5.9*,30*,0.22,50*,15,-10,29,1.5*
O=C(Cn1c(NCCCO)nc2ccccc21)c1cccc(Br)c1,-6,91,78,1.5,3,1,17,-3,87
COc1ccccc1C(c1nnnn1CCc1ccccc1)N1CCN(c2ccccc2)CC1 (configuration not stated),-5,93,113,0.67,4,-2,14,-12,77
COc1cccc(C(=O)CSc2nnc(CNS(C)(=O)=O)n2-c2ccc(C)cc2)c1,-4,94,110,-0.14,8,4,-13,-10,83
O=C(CSCc1ccc(Cl)cc1)N/N=C/c1ccccc1,-4,.,.,0.59,14,2,-3,6,.
O=C(c1ccco1)N1CCN(C(=O)c2cnn3c2NC(c2cccs2)CC3C(F)(F)F)CC1 (configuration not stated),-3,99,98,0.19,10,13,-4,2,.
CCCCNC(=O)c1onc(CSc2cccc(C)c2)c1C(=O)O,-9,.,.,-0.052,27,-10,11,-19,.
CCOC(=O)N1CCC(NC(=O)CSc2cc(=O)n(CC)c3ccccc23)CC1,-3,107,91,0.32,-1,4,-1,1,82
Cc1nnc(SCC(=O)Nc2ncc3c(n2)CC(c2ccccc2)CC3=O)s1 (configuration not stated),-3,106,87,-0.66,23,-6,6,-1,94
O=C(NCCCNC(=O)c1ccco1)c1ccco1,-6,88,84,-0.6,5,7,-1,3,96
CCN1CCN(Cc2nc3c(c(=O)n(C)c(=O)n3C)n2CCc2ccccc2)CC1,.,94,93,-3*,.,.,.,.,97
CCOC(=O)c1c(C)nc2sc3c(=O)n(-c4ccc(OC)cc4)nnc3c2c1-c1ccc(OC)cc1,-7,.,.,1,5,15,32,-4,.
Cc1ccnc(NS(=O)(=O)c2ccc(N=CC3=C(O)CC(C)(C)CC3=O)cc2)n1,-1,101,104,0.15,1,30,-12,14,104
Cc1cccc(C)c1NC(=O)c1ccc(CN2CCc3ccccc3C2)cc1,-2,.,.,.,4,-29,3,1,.
O=C1CC(c2ccc(S(=O)(=O)NC3CC3)cc2)CN1 (configuration not stated),-8,100,104,-0.59,2,-1,-2,7,113
COc1ccc(-c2nnc(NC(=O)C(C)C)s2)c(OC)c1,-5,104,100,.,12,-2,-15,-13,64
CC1=CCC2C(=O)N(Cc3ccccc3)C(=O)C2C1 (configuration not stated),-3,97,96,0.014,-4,5,-20,-13,95
O=[N+]([O-])c1nn(-c2ccc3c(c2)OCCO3)n(O)c1=NC1CCCC1,-1,93,88,-0.21,-2,6,8,-11,69
COc1ccc(NC(=O)c2ccccc2O)c(OC)c1,-5,100,96,0.17,15,1,-14,-1,58
CN(C)C(=O)CSc1nnc([C@H](Cc2c[nH]c3ccccc23)NC(=O)OC(C)(C)C)o1,.,96,105,1,.,.,.,.,67
COc1ccc(-c2nnc(SCC(=O)Nc3cc(C)on3)n2C)cc1OC,-8,.,.,0.1,-2,0,-12,5,.
Cn1c(-c2ccc(C(=O)c3ccccc3)s2)nc2ccccc21,-4,90,79,-0.0038,.,.,-14,.,79
COc1ccc(C)cc1NC(=O)c1nnn(Cc2cc(C)ccc2C)c1N,-5,89,78,-0.0013,18,1,4,1,87
CCC1CCC(C(=O)NC(C(=O)Nc2ccc3c(c2)OCCO3)C(C)C)CC1 (configuration not stated),-3,.,.,-0.37,2,15,-4,-3,.
Nc1ccc2oc(-c3cc(Br)ccc3Cl)nc2c1,-9,102,89,1.3,20,6,7,-12,.

# Ordered by value in S1P2 agonist (descending): three of the compounds above.
structure,S1P2 agonist
Cc1cccc(C)c1NC(=O)c1ccc(CN2CCc3ccccc3C2)cc1,-2
COc1ccc(NC(=O)c2ccccc2O)c(OC)c1,-5
COc1ccc(-c2nnc(SCC(=O)Nc3cc(C)on3)n2C)cc1OC,-8

# Next section:
SMILES,S1P2 agonist,Fibroblast inh,HUVEC prolif 384,DAT uptake mod,PostGolgi ctrl,PostGolgi yeast,S1P2 blocker,Ecoli WT expand,H69AR growth 86K
O=C(c1nc2ncccn2n1)N1CCN(c2ccccc2)CC1,-4,104,107,-0.29,2,2,21,0,89
Cc1[nH]c2ccccc2c1C(=O)CN1CCN(C/C=C/c2ccccc2)CC1,-4,.,.,-1.3,25,0,34,10,.
CC(=O)Nc1ccc(Oc2ccc3nc(C)[nH]c3c2)cc1,-3,101,99,0.2,3,3,-13,1,98
CC1CCCCC1NC(=O)Cn1nc(-c2ccccc2)ccc1=O (configuration not stated),.,94,92,-0.43,12,-8,.,1,80
Cc1ccc(C)c(S(=O)(=O)N2C(=S)NC(=O)C2C(C)C)c1 (configuration not stated),-5,.,.,0.066,11,-3,2,-1,.
Cn1c2ccc(CC(=O)O)cc2c2cc(CC(=O)O)ccc21,-1,107,92,0.042,10,10,-9,-4,99
COCCNC(=O)CCSc1nc(-c2ccc(OC)cc2)cc(C(F)(F)F)n1,-7,106,93,-1.3,.,.,-21,.,68
Cc1ccccc1OCCN1C(=O)c2ccccc2C1=O,0,.,.,-0.085,5,-2,-6,3,.
Fc1ccc(-c2cc(C(F)(F)F)nc(NCC3CCCO3)n2)cc1 (configuration not stated),.,100,85,-0.83,5,-4,.,0,97
CC(C)CCNC(=O)CN(C(=O)CCC(=O)Nc1ccccn1)c1ccc2c(c1)OCO2,-1,100,89,0.07,2,-13,-20,-3,109
Cc1ccc(NC(=O)Cn2nnc(C(=O)NCc3cccs3)c2N)cc1,-4,97,82,0.38,.,.,8,.,110
O=C(NCCN1CCOCC1)c1cn(-c2ccccc2)nc1-c1cccs1,-5,102,94,.,1,3,3,3,84
CCc1ccc(CNCc2cccnc2)cc1,-5,101,100,-1,-8,3,-11,9,98
O=C(COC(=O)Cc1ccc(S(=O)(=O)N2CCCCC2)s1)Nc1ccc2c(c1)OCO2,-5,103,92,-1.9,36*,-3,19,0,25*
CCOc1ccccc1N(C(=O)Cn1nnnc1-c1ccc(C)o1)C(CC)C(=O)NC(C)(C)C (configuration not stated),-2,92,101,0.32,4,9,-7,-8,82
O=C1Nc2ncccc2OC1CCO (configuration not stated),-2,101,93,0.15,-2,-2,-17,3,102
CCCCNC(=O)N(C)c1nncnc1C(=O)NC,.,101,89,-1,3,1,.,-2,99
COc1ccc(C)cc1NC(=O)CCS(=O)(=O)c1cccc2nonc12,-3,99,92,1,5,3,-4,-13,89
CCOc1cc(/C=C2/C(=O)ON=C2C)ccc1OCc1ccccc1F,0,43*,33,-1.3,12,6,-19,-1,23*
CCCCOc1ccccc1C1C(C(N)=O)=C(C)Nc2nnnn21 (configuration not stated),-4,97,95,0.82,-4,9,6,2,96
O=C(NCCc1ccccc1)c1ccco1,-6,96,94,.,.,.,3,.,96
CCCCC(=O)NC1(C(F)(F)F)C(=O)Nc2c1c(=O)n(C)c(=O)n2C (configuration not stated),-3,106,105,-0.77,8,4,12,1,103
O=C(Nc1ccn(Cc2ccccc2F)n1)c1ccc(COc2ccc(Br)cc2)cc1,-6,.,.,0.074,3,6,20,-17,.
Clc1ccc(NC2(c3nnnn3C3CCCCC3)CCCCC2)cc1,-6,.,.,-0.28,20,3,-2,-5,.
COc1ccc(Cc2nc(-c3ccc(Cl)cc3)no2)cc1,2,102,104,-0.15,10,-3,-26,4,104
CCOC(=O)CCNC(=O)Nc1ccc2nc(C)n(Cc3ccc(Cl)cc3)c(=O)c2c1,-6,102,90,-0.35,-4,-1,-9,-5,102
CC(=O)Nc1ccc(OCC(O)CN2CCN(c3ccccc3Cl)CC2)cc1 (configuration not stated),-1,100,89,0.081,.,.,-4,.,100
COc1cc(C(=O)O)cc(Br)c1OC1CCCC1,-3,111,97,0.36,1,0,5,5,94
Cc1ccc(N=C(NO)c2nonc2N)cc1,-4,100,89,1,41*,-3,-5,9,101
O=C(NCc1ccc2c(c1)OCO2)c1cccc(S(=O)(=O)N2CCCCC2)c1,-7,92,95,-0.57,31*,7,-5,-21,93
CN(C(=O)c1ccc2c(c1)OCO2)C1(C(=O)NC2CCCCC2)CCCCC1,-1,91,110,0.047,3,3,7,8,88
COc1cc(C(=O)N2CCN(c3cccc(C)c3C)CC2)cc(OC)c1OC,-12,.,.,-0.46,17,3,-4,-7,.
CC(C)N(CCc1ccncc1)C(=O)Nc1ccc(Cl)c(Cl)c1,-8,103,75,-1,90*,91*,3,8,88
COCC(C)NC(=O)CCS(=O)(=O)c1nc(-c2ccc(OC)cc2)cc(C(F)(F)F)n1 (configuration not stated),.,.,.,-0.0045,12,3,.,-2,.
Cc1ccccc1C(=O)Nc1ccc(Br)c(C)n1,-10,98,92,0.0066,12,-1,-9,5,101
Cc1cc2c(N=O)c(NO)ccc2[nH]1,-7,1.9*,60,0.23,11,-3,15,48,.
COc1ccccc1NC(=O)c1cccnc1,-5,105,100,0.23,-3,2,-9,-1,102
Cc1nn(C(C)C(=O)N2CCc3ccccc3C2)c(=O)c2cc3occc3n12 (configuration not stated),.,92,98,0.052,1,11,.,1,100
NC(=O)c1cccc(S(=O)(=O)N2CCCCC2)c1,-1,103,103,-0.42,1,-2,1,1,97
O=C(NCCCCC(NC(=O)C1CCCCC1)C(=O)O)c1ccccc1 (configuration not stated),-5,97,92,-0.12,3,-1,-12,-3,98
COCCCNC(=O)C1CCCN(S(=O)(=O)c2ccc(C)cc2)C1 (configuration not stated),-11,101,91,0.98,.,.,-6,.,109
O=C(CC(SCc1ccco1)c1ccc(O)cc1)c1cccs1 (configuration not stated),-6,86,74,-0.86,17,-5,-2,13,13*
Cc1onc(-c2ccccc2)c1C(=O)NCC1CCN(C(=O)c2c(-c3ccccc3)noc2C)CC1,-4,95,88,0.54,-5,-2,0,6,84
CC(=O)C1=C(C)NC(SCSc2ccccc2)=C(C#N)C1c1cccnc1 (configuration not stated),-4,91,93,0.78,22,-16,-2,-3,65

# Limited to PostGolgi ctrl and Fibroblast inh (6 entries from above):
Structure,PostGolgi ctrl,Fibroblast inh
COc1ccc(-c2nnc(SCC(=O)Nc3cc(C)on3)n2C)cc1OC,-2,.
Cn1c(-c2ccc(C(=O)c3ccccc3)s2)nc2ccccc21,.,90
COc1ccc(C)cc1NC(=O)c1nnn(Cc2cc(C)ccc2C)c1N,18,89
CCC1CCC(C(=O)NC(C(=O)Nc2ccc3c(c2)OCCO3)C(C)C)CC1 (configuration not stated),2,.
Nc1ccc2oc(-c3cc(Br)ccc3Cl)nc2c1,20,102
O=C(c1nc2ncccn2n1)N1CCN(c2ccccc2)CC1,2,104
